ADAM17 inh = ADAM17 inhibition, QFRET primary screen; recombinant ADAM17, EDANS/DABCYL FRET peptide cleavage; inhibition, % at 6.95 µM; 0.83% of 370,000 active; AID 720648;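 active = inhibition above the mean of compounds lying between control limits plus 3 SD, set per campaign, cut at about 8.5% in these data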;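 note: 0% = DMSO-only wells as the low control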
Target sequence (P78536 215-824 limits assumed): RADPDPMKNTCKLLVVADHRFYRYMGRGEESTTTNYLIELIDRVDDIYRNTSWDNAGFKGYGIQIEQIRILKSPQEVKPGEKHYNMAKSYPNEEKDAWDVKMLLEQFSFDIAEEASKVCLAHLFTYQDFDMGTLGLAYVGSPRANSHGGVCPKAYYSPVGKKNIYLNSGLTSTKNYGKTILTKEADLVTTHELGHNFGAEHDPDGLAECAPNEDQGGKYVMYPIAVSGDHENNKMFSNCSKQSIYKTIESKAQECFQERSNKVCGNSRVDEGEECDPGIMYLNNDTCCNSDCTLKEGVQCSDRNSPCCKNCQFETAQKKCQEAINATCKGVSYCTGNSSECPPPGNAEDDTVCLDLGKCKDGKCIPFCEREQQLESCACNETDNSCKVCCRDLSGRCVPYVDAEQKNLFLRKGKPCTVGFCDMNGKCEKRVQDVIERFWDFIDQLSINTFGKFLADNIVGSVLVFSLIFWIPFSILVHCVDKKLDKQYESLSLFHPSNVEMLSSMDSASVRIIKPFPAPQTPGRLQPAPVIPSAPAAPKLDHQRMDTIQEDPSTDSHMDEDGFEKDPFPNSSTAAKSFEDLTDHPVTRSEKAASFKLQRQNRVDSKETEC
ADAM10 inh = ADAM10 inhibition, QFRET primary screen; O14672; recombinant ADAM10, EDANS/DABCYL FRET peptide cleavage, 3 h; inhibition, % at 7 µM; 0.62% of 370,000 active;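 active = inhibition above a per-campaign cutoff equal to the mean of compounds falling between control-based bounds plus 3 SD, cut at about 20% in these data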;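 note: 0% = DMSO wells while the 100% control is not disclosed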
PLCb3 inh = PLC-beta3 (human) inhibition, primary screen. 0.18% of 370,000 active. Q01970. Purified PLC-beta3, fluorogenic substrate, fluorescence. inhibition, % at 12.2 µM; in the data active = inhibition above about 11%;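 note: 0% = median of compound wells on plate and 100% = full blocker control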
Tn7 DDE FP = DD(E)-Tn7 binding inhibition, primary FP screen. P02675. FP displacement of FITC-Tn7 peptide from fibrin DD(E); 0% = median of compound wells per plate. inhibition, % at 8.3 µM. 0.13% of 370,000 active. AID 720508;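 active = inhibition above the mean of compounds falling within the control limits plus 3 SD of them, cut at about 14% in these data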;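 note: 0% = plate median of compound wells and 100% = 10 µM Aha-Tn7 peptide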
Target sequence (P02675 whole entry, looked up): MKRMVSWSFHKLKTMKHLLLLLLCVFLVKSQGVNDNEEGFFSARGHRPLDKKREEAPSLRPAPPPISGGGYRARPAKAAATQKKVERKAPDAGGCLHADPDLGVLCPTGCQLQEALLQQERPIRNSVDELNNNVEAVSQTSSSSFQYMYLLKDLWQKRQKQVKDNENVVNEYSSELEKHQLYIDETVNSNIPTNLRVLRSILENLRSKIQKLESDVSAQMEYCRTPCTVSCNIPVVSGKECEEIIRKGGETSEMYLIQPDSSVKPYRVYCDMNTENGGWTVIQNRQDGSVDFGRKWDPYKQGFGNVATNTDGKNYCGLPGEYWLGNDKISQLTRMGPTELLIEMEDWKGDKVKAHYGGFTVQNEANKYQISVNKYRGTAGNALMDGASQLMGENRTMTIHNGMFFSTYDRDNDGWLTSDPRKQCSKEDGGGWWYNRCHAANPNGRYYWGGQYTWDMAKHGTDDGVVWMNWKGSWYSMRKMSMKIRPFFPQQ
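System: human fibrin DD(E); quantity: Fibrin-DD(E) at 2 µM final; also added: fluorescent Tn7 probe at 0.1 µM; compound dosing: single nominal test concentration of 8.3 µM per compound; schedule: 10 min preincubation, 3 h with tracer, room temperature; detection: fluorescence polarization of the labelled Tn7 tracer; repeats: one replicate per compound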
ARFGAP1 inhibitor = inhibitors of rat ARFGAP1. Arfgap1-stimulated ARF1 GTP hydrolysis, GDP FP detection. Q62848. 0.26% of 360,000 active. inhibition, % at 16.5 µM;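 active = inhibition above a per-plate limit, mean inhibition of low control wells plus 3 SD, cut at about 25% in these data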;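 note: 0% = DMSO wells with enzyme and 100% = wells lacking Arfgap1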
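Material: rat Arfgap1 GAP domain (His6, aa 1-136), purified enzyme. Also added: human ARF1(Δ1-17)-GTP substrate. Compound dosing: 16.5 µM single point, 1.26% DMSO. Timing: enzyme reaction 120 min at 25 °C after 20 min preincubation. Signal: GDP detection by fluorescence polarization. Read-out basis: percent inhibition of GAP-stimulated GDP formation, scaled between DMSO and no-Arfgap1 medians.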
TDP2 absorb = TDP2 (human) inhibition, absorbance primary screen; recombinant TDP2, T5PNP hydrolysis, p-nitrophenol absorbance 415 nm; inhibition, % at 12.8 µM; 0.34% of 370,000 active; O95551;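 active = inhibition above the mean of all tested compounds plus 3 SD, set per campaign, cut at about 25% in these data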;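 note: 0% = DMSO with enzyme and 100% = buffer with substrate but no TDP2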
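test system = human TDP2 enzyme | input = TDP2 enzyme at 120 nM final | medium = 50 mM Tris-HCl pH 7.5 with Mg2+, KCl, DTT, BSA | also added = T5PNP substrate, 5 mM | times = 2 h at 37 °C | technique = epi absorbance | benchmarks = high control without enzyme, low control DMSO plus TDP2 | replication = each compound tested once, singlicate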
ASAP1 GAP inh = blocks human ASAP1-stimulated Arf1 GTP hydrolysis; Q9ULH1; GDP FP detection; inhibition, % at 16.5 µM; 0.19% of 360,000 active; AID 624377; in the data active = inhibition above about 25%;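 note: 0% = vehicle with enzyme and substrate and 100% = no enzyme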
PLC-gamma1 inh = inhibitors of human phospholipase C gamma1. purified PLC-gamma1, fluorogenic substrate, fluorescence. inhibition, % at 12.2 µM. 0.84% of 370,000 active. P19174; in the data active = inhibition above about 9.5%
DDE Tn6 FP inh = inhibitors of Tn6 peptide binding to human fibrin DD(E); inhibition, % at 8.3 µM; AID 720509; P02675; 0.21% of 370,000 active; Fibrin DD(E) TRITC-Tn6 fluorescence polarization displacement;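 active = inhibition above a per-campaign cutoff: mean of compounds within control limits plus 3 SD, cut at about 15% in these data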;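 note: 0% = median of all compound wells on the plate and 100% = blocking peptide control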
SIAE primary = inhibitors of human sialic acid acetylesterase SIAE; Q9HAT2; SIAE FP-Rh probe binding, fluorescence polarization; inhibition, % at 9.66 µM; 0.69% of 370,000 active; AID 1053197;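 active = inhibition above a cutoff: mean of compounds within the control limits plus 3 SD of those, cut at about 17% in these data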;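 note: 0% = plate median of compound wells and 100% = probe without SIAE protein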
* hit, by the source's call; . = no result given.

entry | Structure | ADAM17 inh | ADAM10 inh | PLCb3 inh | Tn7 DDE FP | ARFGAP1 inhibitor
1 | O=C(OCc1cn([C@H]2C[C@H](c3ccccc3)N(C(=O)c3cccs3)C[C@@H]2O)nn1)c1ccccc1 | 1 | 9 | -1 | 0 | 0
2 | CN(CCOc1ccccc1Cl)Cc1ccccc1 | 2 | -4 | -2 | -8 | -7
3 | CCSC1(SCC)N=C(N)C2(C#N)C(c3ccccc3)NC3=C(CCC3)C12C#N (stereo not given) | -14 | -60 | -69 | 0 | -10
4 | COc1cccc(NC(=O)COc2nc3ccccc3nc2C)c1 | -9 | -31 | 4 | -10 | -1
5 | CCCN1C(=O)c2cc(C(=O)NC3CCCC3)ccc2C1O (stereo not given) | 2 | 0 | 2 | 8 | -6
6 | COc1ccc(-c2csc(C(O)c3ccc(F)cc3)n2)cc1OC (stereo not given) | 3 | 5 | -1 | -1 | 7
7 | CC(C)N1CCc2c(sc(NC(=O)CN3C(=O)c4ccccc4C3=O)c2C(N)=O)C1 | -8 | -25 | -13 | 0 | 12
8 | CN(Cc1ccccc1)C(=O)c1[nH]cnc1C(=O)Nc1cccc(Cl)c1 | -3 | 2 | -1 | 4 | 4
9 | CCCS(=O)(=O)N1CCC(C(=O)c2cccc(C(F)(F)F)c2)CC1 | -4 | -2 | 1 | -3 | -4
10 | O=C(CN1CCC(NC(=O)Nc2ccc3c(c2)OCO3)CC1)Nc1ccc2c(c1)OCCO2 | 5 | -7 | 2 | -3 | .
11 | O=C(CS(=O)(=O)Cc1ccccc1)Nc1nnc(C(F)(F)F)s1 | -2 | 3 | -5 | -1 | -1
12 | O=C(Nc1ccc(Cl)cc1)c1cccc(OC(=S)N2CCOCC2)c1 | 7 | 3 | -6 | 4 | 7

entry | TDP2 absorb | ASAP1 GAP inh | PLC-gamma1 inh | DDE Tn6 FP inh | SIAE primary
1 | -9 | 7 | -3 | 0 | -11
2 | 12 | -12 | 1 | -1 | 3
3 | -10 | -12 | -58 | 10 | -2
4 | -11 | 3 | 5 | 1 | -12
5 | 8 | 8 | 4 | -4 | 0
6 | -8 | 2 | -6 | 8 | -3
7 | -6 | 7 | -6 | 3 | 2
8 | 1 | 16 | -3 | -8 | -3
9 | -3 | -8 | -1 | -6 | 3
10 | 4 | . | 0 | 4 | 6
11 | 17 | -8 | 0 | 8 | 0
12 | -10 | 9 | -1 | -5 | 1

(more compounds)
entry | Structure | ADAM17 inh | ADAM10 inh | PLCb3 inh | Tn7 DDE FP | ARFGAP1 inhibitor
13 | COc1cccc2c1OCC(CN1CCN(Cc3ccccc3)C(CCO)C1)=C2 (stereo not given) | -5 | -4 | -6 | 3 | 14
14 | C1CCCN(c2nc3nonc3nc2N2CCCCCC2)CC1 | -1 | -2 | 0 | 0 | 4
15 | O=C(CSc1nc2ccccc2[nH]1)NCCN1CCCCC1 | 2 | -15 | 4 | -8 | 20
16 | Cc1[nH]c2ccccc2c1/C=N/NS(=O)(=O)c1ccccc1 | -6 | -4 | -18 | 0 | 13
17 | CCn1cc([C@@H]2C[C@H]3CN(Cc4cccc(Cl)c4)C(=O)[C@]34CCCN24)c(C)n1 | -1 | 11 | 3 | 6 | -10
18 | COc1cc(/C=C(/C#N)c2nc3ccccc3c(=O)[nH]2)ccc1O | -6 | -1 | -17 | 2 | -2
19 | COc1cccc(NC(=O)CN(C)CC(=O)NCc2ccco2)c1 | 1 | -5 | -3 | -8 | 0
20 | Cc1cccc(Cn2ccc(NC(=O)c3ccc4c(c3)OCO4)n2)c1 | -1 | 9 | -4 | 1 | 16
21 | Cc1sc2ncn(CC(=O)NC3CCCCC3)c(=O)c2c1C | -2 | -2 | -6 | -7 | -4
22 | CCCNC(=O)CN(C)C(=O)c1n[nH]c2ccccc12 | 2 | -1 | 2 | 1 | -9
23 | O=C(NC(=S)Nc1cc([N+](=O)[O-])ccc1O)c1cccnc1 | -2 | 1 | 4 | -4 | 0
24 | Cc1ccccc1COC(=O)CN1C(=O)NC2(CCCC2)C1=O | 0 | -9 | -6 | 3 | 10

entry | TDP2 absorb | ASAP1 GAP inh | PLC-gamma1 inh | DDE Tn6 FP inh | SIAE primary
13 | 9 | 2 | -2 | 0 | 4
14 | 3 | 1 | 1 | 0 | -4
15 | -9 | 1 | 4 | 0 | -1
16 | 6 | 17 | -6 | -7 | 10
17 | 5 | -1 | -2 | -4 | 12
18 | 9 | -13 | -19 | -1 | -20
19 | -1 | -17 | 2 | 7 | 1
20 | -8 | -4 | 2 | -7 | 5
21 | -8 | -2 | -1 | 6 | -2
22 | -2 | -2 | 2 | 5 | 1
23 | -5 | -8 | 9 | -6 | -5
24 | 6 | 8 | 2 | 3 | -2

Sorted by the number under ARFGAP1 inhibitor (lowest first): some entries from above
entry | Structure | ADAM17 inh | ADAM10 inh | PLCb3 inh | Tn7 DDE FP | ARFGAP1 inhibitor
5 | CCCN1C(=O)c2cc(C(=O)NC3CCCC3)ccc2C1O (stereo not given) | 2 | 0 | 2 | 8 | -6
9 | CCCS(=O)(=O)N1CCC(C(=O)c2cccc(C(F)(F)F)c2)CC1 | -4 | -2 | 1 | -3 | -4
6 | COc1ccc(-c2csc(C(O)c3ccc(F)cc3)n2)cc1OC (stereo not given) | 3 | 5 | -1 | -1 | 7

entry | TDP2 absorb | ASAP1 GAP inh | PLC-gamma1 inh | DDE Tn6 FP inh | SIAE primary
5 | 8 | 8 | 4 | -4 | 0
9 | -3 | -8 | -1 | -6 | 3
6 | -8 | 2 | -6 | 8 | -3

New compounds follow:
entry | Structure | ADAM17 inh | ADAM10 inh | PLCb3 inh | Tn7 DDE FP | ARFGAP1 inhibitor
25 | CN[C@H]1C[C@H]2c3[nH]c4ccc(-c5cccc(C)c5)cc4c3CCN2C[C@H]1[C@H](C)O | -7 | -28 | -117 | 6 | 11
26 | COc1cc(OC)cc(C(=O)NC(=S)Nc2ccc3[nH]c(=O)[nH]c3c2)c1 | 2 | 9 | -6 | 0 | 5
27 | C=CCNc1nc(NCc2ccco2)nc(OCC)n1 | 0 | 9 | -1 | 0 | 4
28 | CCCn1nc(C(=O)NCc2ccc3c(c2)OCO3)c2ccccc2c1=O | 0 | 3 | 4 | 3 | 1
29 | C=C(C)CN(CC)C(=O)CN1C(=O)NC(C)(c2ccc3ccccc3c2)C1=O (stereo not given) | 0 | 2 | -2 | -5 | 15
30 | CCN(CC)c1ccc2cc(C(C)=O)c(=O)oc2c1 | -10 | -51 | -31 | -23 | 0
31 | C=CCOc1c(Cl)cc(C(=S)N2CCCC2)cc1OCC | -1 | 5 | -1 | -6 | 3
32 | CN1CCN(C(=S)c2cn(Cc3ccc(Br)cc3)c3ccccc23)CC1 | 0 | 8 | -4 | -4 | 3
33 | Cc1nn(CC(=O)N2CCN(c3ccccc3)CC2)c(=O)c2ccccc12 | 0 | 8 | -3 | -4 | -3
34 | CC(=O)c1cccc(-c2ccc3c(c2)C(C)(Cc2ccc(S(C)(=O)=O)cc2)C(=O)N3)c1 (stereo not given) | -3 | 3 | 1 | 3 | -12
35 | O=c1cc(NS(=O)(=O)c2ccccc2)nc(SCc2ccc(Cl)cc2)[nH]1 | 11* | 20* | 5 | -11 | 16
36 | O=C(CN(Cc1ccccc1)C(=O)CCC(=O)Nc1ccccn1)NCCc1ccccc1 | -1 | 5 | -1 | 3 | -4

entry | TDP2 absorb | ASAP1 GAP inh | PLC-gamma1 inh | DDE Tn6 FP inh | SIAE primary
25 | 1 | 3 | -88 | 1 | 1
26 | -2 | 0 | 4 | 8 | 3
27 | -6 | -4 | 4 | 5 | -3
28 | 8 | 4 | -1 | -1 | 4
29 | 18 | -20 | 1 | -1 | 3
30 | -7 | 6 | -28 | -1 | 4
31 | -9 | 2 | 0 | -4 | 1
32 | -1 | 10 | 5 | 3 | 6
33 | -4 | -12 | -2 | 6 | -1
34 | 10 | -13 | 0 | 10 | -2
35 | -10 | 19 | 4 | -5 | -14
36 | -2 | -14 | 2 | 5 | -4

Single records, as listed above.
COc1cc(/C=C(/C#N)c2nc3ccccc3c(=O)[nH]2)ccc1O across the screens: ADAM17 inh = -6; ADAM10 inh = -1; PLCb3 inh = -17; Tn7 DDE FP = 2; ARFGAP1 inhibitor = -2; TDP2 absorb = 9; ASAP1 GAP inh = -13; PLC-gamma1 inh = -19; DDE Tn6 FP inh = -1; SIAE primary = -20
CN1CCN(C(=S)c2cn(Cc3ccc(Br)cc3)c3ccccc23)CC1 across the screens: ADAM17 inh = 0; ADAM10 inh = 8; PLCb3 inh = -4; Tn7 DDE FP = -4; ARFGAP1 inhibitor = 3; TDP2 absorb = -1; ASAP1 GAP inh = 10; PLC-gamma1 inh = 5; DDE Tn6 FP inh = 3; SIAE primary = 6

Next part.
entry | Structure | ADAM17 inh | ADAM10 inh | PLCb3 inh | Tn7 DDE FP | ARFGAP1 inhibitor
37 | O=C(CCCc1cccs1)Nc1nc(-c2ccc(F)cc2)cs1 | -7 | 2 | -3 | 6 | 12
38 | COc1ccc(C)cc1NC(=O)C1CCCCN1S(=O)(=O)c1ccccc1 (stereo not given) | 4 | -5 | -1 | 2 | 2
39 | NCc1ccccc1CS(=O)(=O)N1CCOCC1 | -1 | -2 | -3 | 6 | 6
40 | O=C(CCC(=O)N/N=C/c1ccccc1O)NCc1ccccc1 | -11 | -33 | -16 | -1 | -3
41 | CC(=O)c1cccc(S(=O)(=O)N2CCC(c3nc4ccccc4[nH]3)CC2)c1 | 2 | 2 | -3 | 2 | 8
42 | CC(C)Cn1c(=O)c(C(=O)NCc2ccc3c(c2)OCO3)c(O)c2ccccc21 | -6 | 3 | -3 | 3 | 0
43 | NC(=O)C1=C[C@H](c2ccc(C(F)(F)F)cc2)C[C@H](OCc2ccc(CO)cc2)O1 | -4 | -4 | -5 | -6 | 1
44 | CCCCS(=O)CC(O)COCC (stereo not given) | 2 | -5 | 0 | -3 | -2

entry | TDP2 absorb | ASAP1 GAP inh | PLC-gamma1 inh | DDE Tn6 FP inh | SIAE primary
37 | 7 | 4 | -1 | -5 | 0
38 | -3 | 8 | 5 | -5 | -10
39 | -6 | -8 | 0 | 4 | 0
40 | 6 | -8 | -17 | -8 | 1
41 | 3 | -12 | 2 | -4 | -1
42 | -15 | 1 | -3 | -2 | -16
43 | 11 | 6 | 1 | 4 | -7
44 | 6 | 17 | 5 | 2 | 7

Source: PubChem
